# Bioassay records deposited in PubChem BioAssay by several laboratories.
# MrgX1 antag = antagonists of human MrgX1 receptor. MRGX1-HEK293 calcium flux, Fluo-4, BAM8-22 antagonism; active compounds read low. B-score at 10 µM. 310,000 compounds, 1.3% hits. AID 588676;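 active = calcium-response B-score plate-corrected more than 3 library SD below zero, starting fluorescence within 5 deviations, no agonist response on first addition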;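 note: peak minus trough fluorescence over baseline after final BAM8-22 challenge near maximal dose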
# Target sequence (Q96LB2 whole entry, looked up): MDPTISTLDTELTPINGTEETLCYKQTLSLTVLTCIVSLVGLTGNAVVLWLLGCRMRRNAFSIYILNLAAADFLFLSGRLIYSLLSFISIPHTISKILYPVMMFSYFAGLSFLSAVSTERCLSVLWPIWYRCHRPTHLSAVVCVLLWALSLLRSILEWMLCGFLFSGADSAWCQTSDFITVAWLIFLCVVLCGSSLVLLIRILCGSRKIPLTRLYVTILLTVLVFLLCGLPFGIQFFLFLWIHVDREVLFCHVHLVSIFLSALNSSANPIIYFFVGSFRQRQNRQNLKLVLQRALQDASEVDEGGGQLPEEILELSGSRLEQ
# HDAC3 inh = blocks human histone deacetylase 3. O15379. recombinant HDAC3, fluorogenic peptide/trypsin coupled, fluorescence. inhibition, % at 8.3 µM. 320,000 compounds, 0.15% hits; in the data active = inhibition above about 26%, passing the limit was not always enough; inconclusive = no clear call, values can overlap the other calls
# Target sequence (O15379 whole entry, looked up): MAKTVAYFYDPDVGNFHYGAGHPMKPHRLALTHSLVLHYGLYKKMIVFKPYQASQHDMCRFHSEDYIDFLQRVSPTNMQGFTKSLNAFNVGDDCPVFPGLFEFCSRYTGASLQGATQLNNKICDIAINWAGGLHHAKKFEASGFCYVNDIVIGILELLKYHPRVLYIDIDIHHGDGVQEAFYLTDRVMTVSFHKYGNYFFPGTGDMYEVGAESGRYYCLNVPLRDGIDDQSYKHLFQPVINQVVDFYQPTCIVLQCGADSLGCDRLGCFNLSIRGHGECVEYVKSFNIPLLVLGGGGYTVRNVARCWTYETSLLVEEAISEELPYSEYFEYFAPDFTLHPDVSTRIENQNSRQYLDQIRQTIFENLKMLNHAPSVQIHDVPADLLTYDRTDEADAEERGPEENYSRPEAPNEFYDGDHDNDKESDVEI
# TRPC6 inh = mouse TRPC6 channel inhibition; HEK293-TRPC6, membrane potential dye, ACh-evoked depolarization; active compounds read low; B-score at 10 µM; 310,000 compounds, 1.1% hits; AID 2553;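 active = B-score under library mean minus 3 SD, initial fluorescence not abnormally high, positive integrated signal ratio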;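 note: B-score derived from integrated fluorescence ratio over the kinetic read; more negative B-score means stronger inhibition of depolarization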
# TMEM16A inh = inhibitors of mouse TMEM16A calcium-activated chloride channel | 310,000 compounds, 1.2% hits | HEK293 TMEM16A/YFP iodide influx fluorescence, ionomycin | normalized B-score (activity score, 25-100; higher = stronger inhibition) at 10 µM | AID 588511 | Q8BHY3;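 active = ratio plate-corrected score three or more library SD toward inhibition, starting fluorescence score within five deviations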;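 note: score derived from kinetic fluorescence span divided by baseline fluorescence per well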
# TRPC6 activator = activators of mouse TRPC6 channel | 310,000 compounds, 0.13% hits | Q61143 | HEK293-TRPC6 membrane potential dye fluorescence; active compounds read high | B-score at 10 µM;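 active = B-score of the integrated fluorescence ratio above library mean plus 3 SD, and starting fluorescence ratio within library mean plus 5 SD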;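 note: higher score means more depolarization so channel activation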
# RGS4 block = inhibitors of human RGS4; P49798; HEK293 M3R/RGS4 inducible, Fluo-4 calcium flux; active compounds read high; triggered by carbachol at its EC20; B-score at 10 µM; 310,000 compounds, 0.45% hits;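 active = B-score, a plate-corrected calcium signal, over three deviations above library mean, with baseline fluorescence within five deviations of library mean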;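 note: RGS4 expression induced by doxycycline in cells with stable M3 receptor; B-score is computed from the integrated fluorescence ratio over baseline after carbachol; higher B-score means a larger calcium signal and so more RGS4 inhibition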
# Target sequence (P49798 whole entry, looked up): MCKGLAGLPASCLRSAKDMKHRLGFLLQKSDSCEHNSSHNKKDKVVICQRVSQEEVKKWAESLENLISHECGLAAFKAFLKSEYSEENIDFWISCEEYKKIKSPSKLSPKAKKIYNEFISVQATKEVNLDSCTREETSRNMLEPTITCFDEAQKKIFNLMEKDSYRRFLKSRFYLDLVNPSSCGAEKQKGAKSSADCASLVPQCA
# MrgX1 agonist = agonists of human MrgX1 receptor; Q96LB2; MrgX1-HEK293 cells, Fluo-4 calcium fluorescence, agonist mode; active compounds read high; B-score at 10 µM; 310,000 compounds, 0.44% hits; AID 588627;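 active = calcium response B-score plate-corrected fluorescence ratio at least 3 library SD, with starting fluorescence B-score inside 5 SD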
#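 Test system: Stable human MrgX1 HEK293 cell line | Schedule: Overnight plating before 1 h dye loading | Read-out basis: Baseline-normalised fluorescence change ratio, B-scored | Detection: Kinetic calcium dye fluorescence, Fluo-4 NW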
# MrgX1 PAM = allosterically activates human MrgX1 receptor signaling. Q96LB2. MrgX1-HEK293, Fluo-4 calcium flux, FDSS; active compounds read high. B-score at 10 µM. 310,000 compounds, 0.63% hits. AID 588675;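 active = plate-corrected calcium response at least 3 library SD above typical, normal starting fluorescence, not activating the receptor alone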;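 note: compound read alongside a low EC10 to EC30 dose of BAM8-22 agonist; peak minus trough fluorescence over baseline measured at the second addition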
# SKKanGAS inh = inhibitors of SKKanGAS S. pyogenes growth in kanamycin (SK-promoter or general growth effect). BacTiter-Glo, 6 h. AID 1662. 300,000 compounds, 1.3% hits. inhibition, % at 7.5 µM;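 active = mean replicate score, as percent of positive control median, at least 50; inconclusive = mean below 50 but one replicate at or above 50; inactive = mean and every replicate below 50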;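 note: strain carries kanamycin resistance gene driven by streptokinase promoter and grows in 40 µg/ml kanamycin; loss of luminescence reflects streptokinase promoter inhibition or plain growth inhibition; 0% = median of DMSO wells and 100% = positive control at its reference dose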
# TMEM16A act = activators or potentiators of mouse TMEM16A chloride channel; Q8BHY3; HEK293 TMEM16A/YFP-H148Q/I152L, iodide quench fluorescence; active compounds read low; B-score at 10 µM; 340,000 compounds, 0.3% hits; AID 623877;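 active = fluorescence-ratio B-score plate-corrected deviation score at least 3 library SD below zero, with starting fluorescence score within 5 deviations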;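 note: channel opened by trigger with iodide after compound preincubation; score built on the fluorescence ratio of max minus min over baseline; more negative score means more quench and so TMEM16A activation or potentiation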
# RGS4 act = potentiators or activators of RGS4 | HEK293 M3R/inducible RGS4, carbachol calcium flux Fluo4; active compounds read low | B-score at 10 µM | 310,000 compounds, 0.92% hits | AID 463111;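 active = B-score of the integrated calcium signal more than 4 SD below the library mean, with starting fluorescence not abnormally high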;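 note: negative B-score means reduced calcium response which marks RGS4 activation or potentiation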
#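 test system = HEK293 cells with stable M3R and inducible RGS4 | schedule = recording 10 s baseline at 1 Hz, 100 s post-agonist | technique = Fluo4-AM (2 µM) calcium-flux fluorescence, kinetic read | measure = Agonist-evoked peak-minus-minimum fluorescence over baseline, integrated ratio, B score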
# Numbers without * were called inactive; i = inactive; ? = inconclusive; · = no result given. Rows were taken by chance; any-hit rate near 6.7%.
# Start of the data: the first 3 compounds, ahead of the listing:
SMILES,MrgX1 antag,HDAC3 inh,TRPC6 inh,TMEM16A inh,TRPC6 activator,RGS4 block,MrgX1 agonist,MrgX1 PAM,SKKanGAS inh,TMEM16A act,RGS4 act
Cc1onc(-c2ccccc2Cl)c1C(=O)N1CCc2ccccc2C1,i,7,i,i,i,i,i,i,5,i,-7.3*
COc1ccc(C(=O)NCC(c2ccco2)N2CCc3ccccc32)cc1OC (stereo unspecified),i,-2,i,i,i,i,i,i,0,i,i
Nn1c(C2CCCCC2)nc2ccccc2c1=O,i,5,i,i,i,i,i,i,-4,i,i

# The list itself (from the top)
SMILES,MrgX1 antag,HDAC3 inh,TRPC6 inh,TMEM16A inh,TRPC6 activator,RGS4 block,MrgX1 agonist,MrgX1 PAM,SKKanGAS inh,TMEM16A act,RGS4 act
Cc1onc(-c2ccccc2Cl)c1C(=O)N1CCc2ccccc2C1,i,7,i,i,i,i,i,i,5,i,-7.3*
COc1ccc(C(=O)NCC(c2ccco2)N2CCc3ccccc32)cc1OC (stereo unspecified),i,-2,i,i,i,i,i,i,0,i,i
Nn1c(C2CCCCC2)nc2ccccc2c1=O,i,5,i,i,i,i,i,i,-4,i,i
COCCNC(=S)NNC(=O)c1ccc(-n2cnnn2)cc1,i,-6,i,i,i,i,i,i,10,i,i
COc1ccc(CCN=Cc2ccc(O)cc2)cc1OC,i,0,i,i,i,i,i,i,2,i,i
COc1ccc(OC)c(CN2CCN(C(=O)c3ccco3)CC2)c1,i,-11,i,i,i,i,i,i,-3,i,i
OCCN1CCN(c2nc(N3CCCCC3)nc(N3CCCCC3)n2)CC1,i,4,i,i,i,i,i,i,7,i,i
Cc1noc(NC(=O)c2ccc(F)cc2)c1C#N,i,7,i,i,i,i,i,i,3,i,i
CCCCOC1CC(c2ccc(OCc3ccc(OC)cc3)c(OC)c2)N(C)O1 (stereo unspecified),i,6,i,i,i,i,i,i,-9,i,i
COC(=O)CN(C)C(=O)c1ccc2nc(Cc3cccc(Cl)c3)oc2c1,i,-2,i,i,i,i,i,i,0,i,i
Cc1ccc(S(=O)(=O)N2CCOCC2)cc1C(=O)Nc1ccc(-c2cn3ccsc3n2)cc1,i,13,i,i,i,i,i,i,9,i,i
CCn1cc(-c2cc(C(F)(F)F)n3nc(C(=O)O)cc3n2)c(C)n1,i,-6,i,i,i,i,i,i,7,i,i
CCCCCNC(=O)c1cn(CC)c2cc(N3CCN(C)CC3)c(F)cc2c1=O,i,-24,i,i,i,i,i,i,-4,i,i
O=C(OCc1ccccc1)N1CCCC1/C=C/CN1CCOCC1 (stereo unspecified),i,2,i,i,i,i,i,i,-10,i,i
CCOc1ccc2nc(SCc3ccc(F)cc3)sc2c1,i,6,i,i,i,i,i,i,-10,i,i
Cn1c(=O)n(C/C=C/c2ccccc2)c(=O)c2c1nc1n2CCCN1c1ccc(F)cc1,i,0,i,i,i,i,i,i,19,i,i
O=C(CN1CCCC1)Nc1ccccc1Cl,i,-1,i,i,i,i,i,i,4,i,i
O=C(CS(=O)c1ccc(F)cc1)Nc1ccccc1Cl (stereo unspecified),i,0,i,i,i,i,i,i,-1,i,i
COc1cccc(CN(C)C(=O)Cc2ccc(OC)c(S(=O)(=O)N3CCOCC3)c2)c1,i,-5,i,i,i,i,i,i,-5,i,i
Cc1ccc(NC(=O)c2c([N+](=O)[O-])cnn2C)cc1C,i,1,i,i,i,i,i,i,5,i,i
Oc1c(Br)cc(Br)cc1CNn1cnnc1,i,0,i,i,i,i,i,i,-2,i,i
Clc1ccc(-c2nc(Cc3ccccc3)no2)cc1,i,0,i,i,i,i,i,i,9,i,i
c1ccc(-c2nccc(-c3ccc(-n4cnc5ccccc54)cc3)n2)cc1,i,6,i,i,i,i,i,i,16,i,i
CCN=c1sc2ccccc2n1CC(O)COc1ccccc1 (stereo unspecified),i,5,i,i,i,i,i,i,-3,i,i
O=[N+]([O-])c1ccc(COc2cccc(CNc3ccc(F)cc3)c2)cc1,i,·,i,i,i,i,i,i,7,i,i

# Other compounds follow.
SMILES,MrgX1 antag,HDAC3 inh,TRPC6 inh,TMEM16A inh,TRPC6 activator,RGS4 block,MrgX1 agonist,MrgX1 PAM,SKKanGAS inh,TMEM16A act,RGS4 act
C/C(N)=C(/C#N)C(=O)COC(=O)CNS(=O)(=O)c1ccc2ccccc2c1,i,·,i,i,i,i,i,i,0,i,i
Cc1cc(C)cc(-n2c(C)nc3cc(C(=O)O)ccc32)c1,i,2,i,i,i,i,i,i,1,i,i
CCOc1ccccc1C(=O)N[C@H](C(=O)NCc1ccccc1)C(C)C,i,6,i,i,i,i,i,i,-2,i,i
COCCn1c(SCC(=O)Nc2ccccc2C(F)(F)F)nc2ccccc2c1=O,i,-1,i,i,i,i,i,i,5,i,i
COc1ccc(Cl)cc1NC(=O)CN(C)CC(=O)Nc1ccc(Br)cc1,i,-8,i,i,i,i,i,i,-5,i,i
CCOC(=O)N1CCN(C(=O)c2ccc3c(c2)N(Cc2cc(C)ccc2C)C(=O)c2ccccc2S3=O)CC1 (stereo unspecified),i,3,i,i,i,i,i,i,15,i,i
CCOc1ccccc1NC(=O)CSc1nnc(-c2ccccc2Cl)n1Cc1ccco1,i,-2,i,i,i,i,i,i,-3,i,i
Clc1ccc(Cn2c(/C=C/c3ccco3)nc3ccccc32)cc1,i,4,i,i,i,i,i,i,12,i,i
CCOC(=O)C1=C(C)Nc2nc(SCC)[nH]c(=O)c2C1c1ccncc1 (stereo unspecified),i,-1,i,i,i,i,i,i,-5,i,i
N#Cc1c(OCC(=O)c2ccccc2)nc2c(c1-c1ccco1)CCc1ccccc1-2,i,-1,i,i,i,i,i,i,1,i,i
COC(=O)c1ccc2c(c1)S(=O)(=O)NC(=NCc1ccco1)S2,i,4,i,i,i,i,i,i,-11,i,i
NC(CSS(=O)(=O)O)=NCCC12CC3CC(CC(O)(C3)C1)C2,i,-4,i,i,i,i,i,i,-4,i,i
CCn1c(SCC(=O)Nc2cc(C)on2)nnc1-c1ccc(OC)cc1,i,0,i,i,i,i,i,i,5,i,i
CCNC(=S)NCc1ccc2[nH]c(C)cc2c1,i,1,i,i,i,i,i,i,-5,i,i
O=C(Nc1ccc(NC(=O)c2cccs2)c(Cl)c1)c1ccco1,i,-1,i,i,i,i,i,i,-1,i,i
COc1ccccc1CNC(=O)COC(=O)c1cccc(S(=O)(=O)N2CCCCC2)c1,i,4,i,i,i,i,i,i,-1,i,i
CCN(C(=O)COC(=O)c1nc2nc(C)cc(C)n2n1)C1CCS(=O)(=O)C1 (stereo unspecified),i,-1,i,i,i,i,i,i,0,i,i
CN(c1ccccc1)S(=O)(=O)c1cc(C(=O)OCC(=O)N2CCN(C(=O)c3ccco3)CC2)ccc1Cl,i,-1,i,i,i,i,i,i,-1,i,i
O=C(COc1ccccc1)NC(=S)Nc1cccc([N+](=O)[O-])c1,i,-1,i,i,i,i,i,i,8,i,i
O=C(CCn1nnc2ccccc21)OCC(=O)c1ccc([N+](=O)[O-])cc1,i,-4,i,i,i,i,i,i,-1,i,i
Oc1ccc2ccccc2c1C=NC1CCCCC1,i,1,i,i,i,i,i,i,-3,i,i
Fc1ccc(-n2cc(CNCCc3ccccn3)c(-c3ccccc3Cl)n2)cc1,i,-5,i,i,i,i,i,i,5,i,i
O=C(Nc1ccc(Cl)c(Cl)c1)N(Cc1cccnc1)Cc1ccco1,i,6,i,i,i,i,i,i,2,i,i
C=CCC(CC=C)(C(N)=O)c1ccccc1,i,4,i,i,i,i,i,i,13,i,i
CN(C(=O)COC(=O)CNC(=O)c1ccc2ccccc2c1)c1c(N)n(Cc2ccccc2)c(=O)[nH]c1=O,i,-3,i,i,i,i,i,i,-2,i,i

# Further records
SMILES,MrgX1 antag,HDAC3 inh,TRPC6 inh,TMEM16A inh,TRPC6 activator,RGS4 block,MrgX1 agonist,MrgX1 PAM,SKKanGAS inh,TMEM16A act,RGS4 act
Cc1ccc(-c2nnc(SCC(=O)NC3CCCC3)n2C)cc1,i,7,i,i,i,i,i,i,-4,i,i
Cc1cc(C)c2[nH]c(=O)c(CN(Cc3ccc4c(c3)OCO4)Cc3nnnn3C3CCCC3)cc2c1,i,5,i,i,i,i,i,i,10,i,i
O=C(C1CCCCC1)N1CC(=O)N2CCc3ccccc3C2C1 (stereo unspecified),i,-2,i,i,i,i,i,i,-3,·,i
CC(C(=O)NCCc1nc2ccccc2[nH]1)n1cc([N+](=O)[O-])cn1 (stereo unspecified),i,?,i,i,i,i,i,i,-1,i,i
O=C(NCCN1CCOCC1)c1sc2ccccc2c1Cl,i,-6,i,i,i,i,i,i,4,i,i
Cc1ccnc(NS(=O)(=O)c2ccc(NC(=O)/C=C/c3cccs3)cc2)n1,i,1,i,i,i,i,i,i,-12,i,i
CCOC(=O)c1ccc(NC(=O)c2cc(C)nc3ccccc23)cc1,i,2,i,i,i,i,i,i,-2,i,i
COc1ccccc1CNC(=O)CCc1nnc2ccc(NCCCN3CCCC3=O)nn12,i,-3,i,i,i,i,i,i,3,i,i
O=C(Nc1ccc(F)cc1F)c1cc(Cl)sc1Cl,i,5,i,i,i,i,i,i,-2,i,i
O=[N+]([O-])c1cncc([N+](=O)[O-])c1Nc1cccc(O)c1,i,3,i,i,i,i,38*,i,8,i,i
CC(C)NC(=O)CN1C(=O)NC(CCc2ccccc2)C1=O (stereo unspecified),i,3,i,i,i,i,i,i,-1,i,i
CCCCNC(=O)c1ccc(NC(=O)C2CCCO2)cc1 (stereo unspecified),i,-3,i,i,i,i,i,i,-3,i,i
CCOC(=O)C1C(=O)OC(C)(C)C1C(C)C(=O)c1ccc(C)cc1C (stereo unspecified),i,-1,i,i,i,i,i,i,0,i,i
COc1cccc2c1nc(C)c1cc(C)oc12,i,-3,-5.8*,i,i,i,i,i,-5,i,i
Cn1c(=O)cc(OCCCC(=O)N2CCCCC2)c2ccccc21,i,-3,i,i,i,i,i,i,6,i,i
COc1ccc(S(=O)(=O)N2CCOC2CNC(=O)C(=O)NCCc2ccccc2)cc1 (stereo unspecified),i,0,i,i,i,i,i,i,-5,i,i
